C-LANA FP: inhibitors of KSHV C-LANA binding to DNA, primary screen, biochemical, fluorescence polarization, FAM-LBS DNA, MBP-C-LANA, single point; Kaposi's sarcoma herpesvirus LANA C-terminal domain (residues 932-1162) DNA binding; inhibition, % at 9 µM; 340,000 compounds, 0.078% hits; AID 504423, 2011;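 active = highest replicate inhibition at or above 60% at 9 µM, even if other replicates fall short; inactive = all replicates below 60% inhibition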;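 note: 0% = neutral control wells and 100% = 4 µM acridine orange control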
Keap1 Nrf2 FP: Keap1-Nrf2 protein-protein interaction inhibitors, primary screen, biochemical, fluorescence polarization, single point | Kelch-like ECH-associated protein 1 (Homo sapiens), Q14145 | Keap1 Kelch-Nrf2 peptide fluorescence polarization, 1536-well | inhibition, % at 9.4 µM | 340,000 compounds, 0.15% hits; in the data active = inhibition above about 12%;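 note: human Keap1 Kelch domain with fluorescein labeled Nrf2 9mer peptide probe; 0% = neutral control wells and 100% = peptide positive control; higher means more block of Keap1 binding to Nrf2 peptide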
CAL PDZ FP-1: CAL PDZ peptide-binding inhibitors, primary screen, biochemical, fluorescence polarization, Cer-tagged CAL PDZ, HTS; Golgi-associated PDZ and coiled-coil motif-containing protein (Homo sapiens), Q9HD26; purified CAL PDZ, TMR-peptide fluorescence polarization, 1 h; inhibition, % at 20 µM; 330,000 compounds, 0.02% hits; AID 504414, 2011;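 active = highest replicate inhibition of at least 40%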;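 note: plate controls were DMSO neutral control wells for no effect and unlabeled competitor peptide control wells for full effect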
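Test system: purified CerCALP PDZ construct; Compound dosing: one concentration, 20 µM compound; Also added: TMR-labelled reporter peptide T*-PRC34 bound in PDZ groove; Read-out: inhibition from polarization loss; Controls: unlabelled peptide and DMSO controls; Signal: FP readout, S and P plane fluorescence; Incubation: 1 h at RT.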
RTF Ca sens act: cardiac RTF calcium sensitivity activators, primary screen, biochemical, IANBD-TnC fluorescence, EC20 calcium; IANBD-labeled TnC RTF fluorescence at EC20 calcium; 0% EC20 calcium, 100% full calcium; AID 493008, 2010; Troponin I, cardiac muscle (Homo sapiens) + Troponin T, cardiac muscle (Homo sapiens) + …; 340,000 compounds, 0.24% hits; activation, % at 7.2 µM;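 active = activation above the mean over all tested compounds plus 3 SD, cut at about 30% in these data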;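 note: rise in fluorescence read as greater calcium sensitivity of cardiac thin filaments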
RTF Ca sens inh: cardiac RTF calcium sensitivity inhibitors, primary screen, biochemical, IANBD-TnC fluorescence, EC70 calcium; Troponin I, cardiac muscle (Homo sapiens) + Troponin T, cardiac muscle (Homo sapiens) + …; IANBD-labeled cardiac RTF, Ca2+ fluorescence; inhibition, % at 7.15 µM; 340,000 compounds, 0.12% hits;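 active = inhibition above the mean inhibition of all tested compounds plus 3 SD, cut at about 17% in these data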;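 note: assay run at fixed EC70 calcium of 1.6 mM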
SR-BI DiI-HDL act: activators of SR-BI mediated DiI-HDL uptake, primary screen, ldlA[mSR-BI] CHO cells, DiI fluorescence; activation, % at 12.5 µM; AID 504775, 2011; 3 h; 100 = double the neutral-control signal; 320,000 compounds, 0.096% hits;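 active = mean replicate activation of at least 60% and every replicate at or above 60%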;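 note: 0% = median plate neutral-control signal and 100% = twice that signal; values of inactives mirror those of a sister screen read the other way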
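Test system: SR-BI-overexpressing, LDLR-lacking CHO cells; Also added: labelled HDL, 10 µg/mL; Measured by: bottom-read cell fluorescence after medium removal, ex 550/em 595 nm; Timing: 3 h uptake period with compound, 37 °C; Buffer or medium: F12, 0.5% BSA, 25 mM HEPES; Doses: single compound concentration, delivered by pin transfer.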
Rtt109 Vps75: inhibitors of C. albicans Rtt109/Vps75 HAT, primary screen, biochemical, ThioGlo CoA-SH fluorescence, plate reader; purified Rtt109/Vps75, 4 h; inhibition, % at 34.9 µM; 330,000 compounds, 0.16% hits;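 active = inhibition of at least 50% in every replicate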
Target sequence (Q5AAJ8 whole entry, looked up): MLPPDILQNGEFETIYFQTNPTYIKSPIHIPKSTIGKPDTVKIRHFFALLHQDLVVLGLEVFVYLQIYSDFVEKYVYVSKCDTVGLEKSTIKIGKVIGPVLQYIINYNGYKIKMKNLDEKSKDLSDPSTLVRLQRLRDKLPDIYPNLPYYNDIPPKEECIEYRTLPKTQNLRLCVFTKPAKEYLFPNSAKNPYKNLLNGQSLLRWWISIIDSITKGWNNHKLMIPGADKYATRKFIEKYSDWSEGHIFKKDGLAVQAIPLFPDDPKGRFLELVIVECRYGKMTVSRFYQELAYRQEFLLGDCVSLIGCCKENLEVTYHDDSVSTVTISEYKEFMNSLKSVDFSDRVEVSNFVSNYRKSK
PKA-R2B activ: activators of PKA-R2B holoenzyme, primary screen, biochemical, fluorescence polarization, Cy5-IP20, human. 340,000 compounds, 0.079% hits. AID 504700, 2011. cAMP-dependent protein kinase catalytic subunit beta (Homo sapiens) + cAMP-dependent …. activation, % at 11.4 µM. PKA-R2B holoenzyme dissociation; R2B truncated from residue 108, S112A mutant; 0% DMSO only, 100% 113 µM cGMP;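 active = activation above a cutoff set at the mean over all compounds plus 3 SD, cut at about 18% in these data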;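 note: higher means more holoenzyme dissociation and a rise in polarization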
DAGLB inh: DAGLB lipase inhibitors, primary screen, biochemical, fluorescence, HTS; Diacylglycerol lipase-beta (Homo sapiens), Q8NCG7; HEK293T DAGLB membrane lysate, EnzChek fluorogenic substrate; inhibition, % at 5.17 µM; 340,000 compounds, 0.059% hits; AID 504411, 2011; in the data active = inhibition above about 34%;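 note: 0% = enzyme with vehicle and 100% = wells lacking enzyme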
Target sequence (Q8NCG7 whole entry, looked up): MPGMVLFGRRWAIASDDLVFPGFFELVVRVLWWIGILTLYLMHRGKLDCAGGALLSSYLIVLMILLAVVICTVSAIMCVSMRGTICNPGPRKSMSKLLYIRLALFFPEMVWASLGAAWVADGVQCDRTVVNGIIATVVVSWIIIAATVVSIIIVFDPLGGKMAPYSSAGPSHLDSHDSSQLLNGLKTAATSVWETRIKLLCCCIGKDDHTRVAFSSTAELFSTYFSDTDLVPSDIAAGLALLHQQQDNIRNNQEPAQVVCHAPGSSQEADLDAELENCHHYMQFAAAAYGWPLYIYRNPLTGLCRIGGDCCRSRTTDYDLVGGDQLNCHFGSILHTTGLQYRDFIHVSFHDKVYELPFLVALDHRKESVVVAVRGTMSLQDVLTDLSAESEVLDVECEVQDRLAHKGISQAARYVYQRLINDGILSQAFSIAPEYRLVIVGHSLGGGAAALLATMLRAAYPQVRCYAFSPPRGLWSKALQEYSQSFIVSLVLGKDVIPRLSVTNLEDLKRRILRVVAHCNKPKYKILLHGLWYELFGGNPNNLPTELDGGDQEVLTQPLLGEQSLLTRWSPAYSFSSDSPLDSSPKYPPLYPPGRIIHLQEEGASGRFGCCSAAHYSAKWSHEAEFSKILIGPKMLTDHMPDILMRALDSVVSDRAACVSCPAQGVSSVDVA
CAL PDZ FP-2: untagged CAL PDZ binding inhibitors, primary screen, biochemical, fluorescence polarization, HTS | AID 602252, 2012 | Golgi-associated PDZ and coiled-coil motif-containing protein (Homo sapiens), Q9HD26 | inhibition, % at 24.9 µM | purified CAL PDZ, TMR-peptide fluorescence polarization, 1 h | 300,000 compounds, 0.92% hits;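 active = mean inhibition of at least 30% with at least half of replicates also reaching 30%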;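 note: 0% = DMSO neutral control and 100% = excess unlabeled competitor peptide PRC23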
The depositor's hits bear a star; x = not tested or not shown.

SMILES	CAL PDZ FP-2	RTF Ca sens act	CAL PDZ FP-1	Keap1 Nrf2 FP	C-LANA FP	RTF Ca sens inh	PKA-R2B activ	DAGLB inh	Rtt109 Vps75	SR-BI DiI-HDL act
COc1ccc(CCNC(=O)c2c(N)n(CCN3CCOCC3)c3nc4ccccc4nc23)cc1OC	5	3	-0.8	-2	2.0	-3	4	3	-6	-7
CCOC(=O)[C@@]12C(=O)C(=O)N[C@]1(c1ccccc1)C1OCCCC12 (stereo partly drawn)	-4	3	-0.1	-16	0.9	-7	-7	-3	1	5
Nc1ccc(Cl)cc1C(=O)c1ccccc1Cl	-4	6	-0.5	-7	-1.1	1	-6	-7	4	28
O=C(Nc1ccccc1F)OC1CN2CCC1CC2 (stereo not drawn)	3	3	-1.2	-5	0.8	-4	-1	2	-9	-84
CCOP(=O)(C#CC(C)(C)C)C(C)(O)c1ccccc1 (stereo not drawn)	6	-3	-0.8	-4	0.4	-3	-3	-1	-6	25
O=C(Nc1ccc(Cl)cc1C(=O)c1ccccc1Cl)c1ccco1	0	3	0.0	-3	2.2	1	-1	-1	7	-13
CCOCN(C(=O)CCl)c1c(C)cccc1CC	1	2	-2.4	-3	-0.1	2	-13	-2	-2	10
O=c1[nH]c(=O)n(CCc2ccccc2)c(O)c1/C=N/N1CCOCC1	-1	1	0.5	-2	0.2	1	-1	1	-4	3
Nc1ccccc1Cl	-1	-6	-1.5	2	0.4	-5	-2	-3	12	8
Cc1cc(OC(C)C(=O)NCc2ccncc2)c2c3c(c(=O)oc2c1)CCC3 (stereo not drawn)	31*	5	-0.9	2	-0.3	-3	-6	-2	2	-7
CNS(=O)(=O)c1ccc(N=Cc2c(O)n(-c3cccc(C)c3)c(=O)[nH]c2=O)cc1	4	2	-0.7	-10	-0.8	-10	5	-3	-4	12
COc1ccccc1N1C(=O)NC(=O)/C(=C\c2cnn(-c3ccccc3)c2)C1=O	-2	3	-4.2	-35	0.4	4	1	2	-9	8
C[N+](C)(C)Cc1ccccc1	-1	-1	0.2	-1	1.9	2	5	2	2	44
CC(=O)Nc1ccccc1OP1(=O)COc2ccccc2OC1	0	-2	0.9	-2	1.4	1	14	-1	6	5
O=c1[nH]c(O)c(C=Nc2ccccc2Sc2ccccc2)c(=O)[nH]1	-2	-4	0.0	-3	-0.3	-8	-11	2	-4	-7
CN(C)C(=O)Oc1ccc2c(c1)O/C(=C\c1ccc(Cl)cc1)C2=O	-1	0	0.1	1	-1.2	1	0	-10	-2	-64
O=[N+]([O-])c1c(Cl)c(Cl)c(Cl)c(Cl)c1Cl	x	-4	-0.4	10	6.1	-4	-6	1	-1	10
CC1CN=C(Nc2ccc(F)cc2)S1 (stereo not drawn)	-4	0	-1.1	2	-3.1	-3	5	1	8	5
CC(=O)N1CC(=O)Nc2ccc(Br)cc2C1c1ccc(F)cc1 (stereo not drawn)	-2	-7	-0.8	-5	-0.2	-3	-13	1	2	9
CCOC(=O)C(O)(c1ccc(N(CC)S(=O)(=O)c2ccc(C)cc2)cc1)C(F)(F)F (stereo not drawn)	x	3	-1.3	0	0.2	-2	9	0	0	2
CN1[C@@H]2CC[C@H]1CC(OC1c3ccccc3CCc3ccccc31)C2 (stereo partly drawn)	-3	3	-1.5	-2	-0.5	12	3	2	2	2
Cc1ccc2c(c1)C(c1ccccc1)=NCC(=O)N2C	-4	-9	-1.1	-5	0.3	0	0	-4	0	-10
Cc1ccc(N(C)C(=O)Oc2ccc(C(=O)c3ccc(Cl)cc3)cc2)cc1	-1	4	-3.1	-9	-0.5	-28	12	-1	-2	17
COc1ccc(CCNC(=O)c2c(N)n(CCN3CCOCC3)c3nc4ccccc4nc23)cc1	-4	9	-0.1	-4	0.4	5	-2	2	-10	-12
CNC(=O)CSP(=S)(OC)OC	-2	0	0.3	1	-0.9	4	2	-1	-18	10

The closing 2 entries of the part above lead into the next:
SMILES	CAL PDZ FP-2	RTF Ca sens act	CAL PDZ FP-1	Keap1 Nrf2 FP	C-LANA FP	RTF Ca sens inh	PKA-R2B activ	DAGLB inh	Rtt109 Vps75	SR-BI DiI-HDL act
COc1ccc(CCNC(=O)c2c(N)n(CCN3CCOCC3)c3nc4ccccc4nc23)cc1	-4	9	-0.1	-4	0.4	5	-2	2	-10	-12
CNC(=O)CSP(=S)(OC)OC	-2	0	0.3	1	-0.9	4	2	-1	-18	10
Cc1cc(OCC(=O)N2C[C@H]3C[C@@H](C2)c2cccc(=O)n2C3)c2c(C)cc(=O)oc2c1	0	-1	0.5	1	-0.7	3	-5	0	4	12
CCN(CC)S(=O)(=O)c1cc(NC(=O)C(C)N2CC=C(c3ccccc3)CC2)ccc1C (stereo not drawn)	5	0	-0.4	1	1.0	-8	-7	-10	12	-4
CC(=O)[C@@]1(O)CCC2C3CC=C4C[C@@H](O)CC[C@]4(C)C3CC[C@@]21C (stereo partly drawn)	-3	-3	0.2	1	0.4	-8	-2	4	-12	11
COc1ccc(CNCCc2ccc3c(c2)OCO3)cc1Br	-1	3	x	2	-0.8	2	1	-3	10	35
CNC(=O)Oc1cccc(-c2cn3cc(OC(=O)NC)ccc3n2)c1	1	1	0.6	5	2.8	-13	1	-2	10	-11
COC(=O)CC1=C(C(=O)OC)C2(C(=O)Nc3c(C)cccc32)C(C#N)=C(N)O1 (stereo not drawn)	4	2	-0.6	-3	-0.5	5	-6	2	8	11
CC(C)c1ccc(NC(=O)N2C[C@H]3C[C@@H](C2)c2cccc(=O)n2C3)cc1	3	8	1.1	-3	-0.6	5	0	-1	3	-6
COCCNC(=O)c1c(N)n(Cc2ccco2)c2nc3ccccc3nc12	-3	16	0.3	-2	1.2	-16	2	-1	10	-8
CN1CC2([N+](=O)[O-])CC=C(Cl)C([N+](=O)[O-])(C1)C2 (stereo not drawn)	-2	-3	-1.0	-1	-0.4	8	4	0	-13	6
COc1ccccc1-n1c(/C=C/c2ccc(O)cc2)nc2ccccc2c1=O	x	-1	1.4	0	-1.0	-14	-8	0	-7	-12
COC(=O)C1=C(c2cccc(OCc3ccccc3)c2)C[C@@H]2CC[C@H]1N2C(=O)NCCOc1ccccc1	-4	-6	0.1	0	-3.2	-6	-2	-6	6	-29
COC(=O)C1=C(c2cccc(C#N)c2)C[C@@H]2CC[C@H]1N2C(=O)NCc1cc(C)oc1C(F)(F)F	3	-5	0.1	-7	1.6	3	6	-1	0	-13
Cc1nnc2ccc(N3CCN(C)CC3)nn12	-2	1	0.0	-1	0.2	3	-1	-2	13	24
O=C(Cc1ccc(Cl)cc1)NCCN1CCN(C(=O)Cc2ccc(Cl)cc2)CC1	-5	0	-2.1	-5	-0.7	-2	-9	-2	9	5
CCOC(=O)c1ccc(-[n+]2c(-c3ccccc3)cc(-c3ccccc3)cc2-c2ccccc2)cc1	-3	-4	-0.6	-6	0.2	-9	3	4	16	-18
COc1ccc(OC)c(NP(=O)(Oc2ccccc2)Oc2ccccc2)c1	-3	3	-0.6	-6	5.7	2	4	-5	-5	-16
CCCC(C)n1[nH]c(=O)c2c1NC(=O)CSC2c1ccc(OC)cc1 (stereo not drawn)	-5	1	-1.7	-3	2.7	8	-3	2	3	11
COC(=O)C(O)(c1ccc(NC(=O)NC2CCCCC2)cc1)C(F)(F)F (stereo not drawn)	0	2	-0.4	2	-1.1	3	-7	0	4	22
Cc1c(N=Nc2c(O)n(C)c(=O)n(C)c2=O)c(=O)n(-c2ccccc2)n1C	-5	-4	-2.0	3	0.3	-1	-8	3	2	-3
Cc1ccc(CCN2CC(C(=O)N3CCC4(CC3)OCCO4)CC2=O)cc1 (stereo not drawn)	-5	0	0.3	1	-0.3	6	-6	1	-13	7
Cc1cc(C=C2C(=O)N(C)C(=O)N(C)C2=O)c(C)n1-c1ccccc1	10	0	-0.1	-6	0.7	-8	2	1	-6	18
CCN1CCN(Cc2ccc(OC(F)(F)F)cc2)CC1	x	-3	-0.8	1	-1.5	-5	-2	-5	1	3
COc1cc2c(cc1OC)-c1c(OC)c(OC)cc3c1[C@H](C2)[N+](C)(C)CC3	4	-5	0.0	3	-4.5	-3	-5	-1	-3	12
CC(O)CNc1ccc([N+](=O)[O-])c2cccnc12 (stereo not drawn)	-1	-6	-1.7	-7	-2.6	-4	8	3	1	-3
O=C(CN1CCOCC1)c1ccc(Br)cc1	2	-1	-0.9	-5	4.4	2	-10	-1	x	-6

Next part
SMILES	CAL PDZ FP-2	RTF Ca sens act	CAL PDZ FP-1	Keap1 Nrf2 FP	C-LANA FP	RTF Ca sens inh	PKA-R2B activ	DAGLB inh	Rtt109 Vps75	SR-BI DiI-HDL act
O=C1N(c2cccc(Cl)c2)C(c2cccnc2)N2CCCN12 (stereo not drawn)	-2	0	1.1	1	-2.0	0	-7	-1	-2	28
Cc1ccccc1-n1c(-c2ccc([N+](=O)[O-])cc2)nc2ccccc2c1=O	2	-3	-2.2	-2	2.1	-18	-2	1	2	-31
CC(C)c1ccc(N2C(=O)NC(=O)/C(=C\c3cnc(-c4ccccc4)nc3)C2=O)cc1	-3	-2	-0.4	-57	-11	-2	-4	7	16	-1
COC(=O)C1=C(c2ccc(F)cc2F)C[C@@H]2CC[C@H]1N2C(=O)NCCOc1ccccc1	0	5	-1.0	-2	2.6	-1	-12	-2	-3	-10
CCCCN1C(=O)NC(=O)C2(Cc3c(nc4ccccn4c3=O)N3CCc4ccccc4C32)C1=O (stereo not drawn)	-2	-3	-2.3	-8	-0.6	1	0	5	24	x
CCCCN1C(=O)C(C2c3ccccc3C(=O)N2Cc2ccccc2)C(=O)NC1=S (stereo not drawn)	x	-5	0.6	-1	0.7	4	-2	10	2	14

Screens: PubChem BioAssay, several laboratories

Only part of the results is shown (hit frequency here may not be typical).
